Source: PubChem BioAssay
ERAP1 inh = inhibitors of human ERAP1 aminopeptidase; Q9NZ08; inhibition, % at 10.7 µM; AID 652197; 340,000 compounds, 0.15% hits; recombinant ERAP1, Leu-AMC fluorescence, 60 min;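 active = mean replicate inhibition of at least 30%, or all replicates individually reaching that 30% level; inactive = mean below 30% and not every replicate reaching it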;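 also: 0% = neutral control wells and 100% = L-leucinethiol positive control wells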
Target sequence (Q9NZ08 whole entry, looked up): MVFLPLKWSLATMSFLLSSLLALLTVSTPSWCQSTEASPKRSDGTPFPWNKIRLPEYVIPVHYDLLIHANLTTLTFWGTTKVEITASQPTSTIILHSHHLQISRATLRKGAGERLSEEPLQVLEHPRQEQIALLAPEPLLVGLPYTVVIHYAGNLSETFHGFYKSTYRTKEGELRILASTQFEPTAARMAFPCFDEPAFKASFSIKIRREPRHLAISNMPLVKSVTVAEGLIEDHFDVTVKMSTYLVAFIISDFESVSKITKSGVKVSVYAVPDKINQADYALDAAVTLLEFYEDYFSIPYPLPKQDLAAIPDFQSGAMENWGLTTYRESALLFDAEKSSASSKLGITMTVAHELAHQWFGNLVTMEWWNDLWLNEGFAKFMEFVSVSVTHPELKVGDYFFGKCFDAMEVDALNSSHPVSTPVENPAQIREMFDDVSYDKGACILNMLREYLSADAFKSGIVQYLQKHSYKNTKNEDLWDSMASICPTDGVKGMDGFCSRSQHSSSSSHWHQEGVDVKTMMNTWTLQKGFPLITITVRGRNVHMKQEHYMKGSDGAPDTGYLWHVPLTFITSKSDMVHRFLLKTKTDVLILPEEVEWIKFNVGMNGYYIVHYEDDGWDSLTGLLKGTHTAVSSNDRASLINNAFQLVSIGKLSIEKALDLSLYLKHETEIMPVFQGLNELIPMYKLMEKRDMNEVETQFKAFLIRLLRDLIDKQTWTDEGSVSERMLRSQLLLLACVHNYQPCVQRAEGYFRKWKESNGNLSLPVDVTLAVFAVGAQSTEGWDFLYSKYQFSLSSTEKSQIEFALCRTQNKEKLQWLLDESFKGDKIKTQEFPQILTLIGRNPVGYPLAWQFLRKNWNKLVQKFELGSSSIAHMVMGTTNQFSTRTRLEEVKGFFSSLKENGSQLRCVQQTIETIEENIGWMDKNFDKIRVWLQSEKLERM
Cneo AK release = Cryptococcus neoformans lysis via adenylate kinase release; C. neoformans lysis, adenylate kinase release luminescence, 4 h; normalised: neutral wells 0, clomiphene wells 100; lysis activity, % at 15 µM; 360,000 compounds, 0.2% hits;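 active = mean lysis activity across replicates of at least 80%, whatever share of replicates individually reach that level; inactive = mean lysis activity below 80%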
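Material: C. neoformans cells | Amount: Yeast cell density of 5 × 10^6 cells/mL | Medium: Fresh YPD growth medium | Dosing: Single dose | Times: Static 4 h at 37 °C with compound, 1 h detection | Detection: AK luminescence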
E-sel inducer = induces E-selectin expression in human endothelial cells; HUVEC E-selectin immunofluorescence imaging; normalized: neutral wells 0, TNF-alpha wells 100; 260,000 compounds, 0.37% hits; P16581; AID 686992; activation, % at 7.58 µM;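 active = mean E-selectin-positive cell signal at least 10% of the positive control, reached in at least 60% of replicates, without over 20% cell loss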;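 also: in these data hits start at about 27%; measured in HUVEC primary endothelial cells; signal is the percent of cells scored E-selectin positive by PE staining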
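material = human umbilical vein endothelial cells (HUVEC), E-selectin induction | quantity = 3,000 cells/well | medium = EGM-2 growth medium on 0.1% gelatin-coated wells | technique = immunofluorescence imaging | read-out basis = % PE-positive cells | control set = TNF-alpha positive control, DMSO neutral control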
RAD52 anneal inh = blocks human RAD52 DNA annealing; 360,000 compounds, 0.46% hits; AID 651710; inhibition, % at 18.7 µM; P43351; recombinant RAD52 DNA annealing, FRET fluorescence;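 active = every replicate showing at least 50% inhibition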
miR-122 sensor = inhibitors of miR-122 in Huh7 cells; Huh7 miR-122 Renilla luciferase sensor, 48 h; neutral wells = 0, positive control = 100; activation (reporter increase), % at 12.5 µM; 340,000 compounds, 0.3% hits; AID 602342;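 active = mean replicate activation score at least 90 and every replicate individually at or above 90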;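 also: higher luciferase means less miR-122 activity so hits act as miR-122 inhibitors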
PGC1a acetyl inh = modulators of PGC1a acetylation; inhibition, % at 15.6 µM; U2OS PGC1a acetylation, AlphaScreen anti-acetyl-lysine; with virally co-expressed GCN5 acetyltransferase; AID 651687; 350,000 compounds, 0.17% hits;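 active = every replicate shows inhibition of at least 40%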;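 also: 0% = neutral control wells and 100% = positive control wells; some results beyond the cut were filed as inactive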
PglD inh = blocks C. jejuni PglD acetyltransferase activity; purified PglD enzyme, DTNB colorimetric CoA detection; 360,000 compounds, 0.098% hits; AID 602405; inhibition, % at 12.5 µM; in the data active = inhibition above about 16%, passing the limit was not always enough; also: strong numbers were not always called active
RAD54 branch = inhibitors of human RAD54 branch migration. AID 602329. 360,000 compounds, 0.14% hits. RAD54 Holliday junction branch migration, FAM/BHQ fluorescence. inhibition, % at 10.4 µM;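 active = mean normalized replicate activity at least 40 and at least half of replicates scoring 40 or more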;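 also: 0% = median of neutral control wells and 100% = median of positive control wells; inhibitors cause a drop in the FAM fluorescence signal; in these data hits start at about 50%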
* = called active by the depositor; . = no result given; [ ] = remark or other dose.

SMILES	ERAP1 inh	Cneo AK release	E-sel inducer	RAD52 anneal inh	miR-122 sensor	PGC1a acetyl inh	PglD inh	RAD54 branch
O=C(CN(C(=O)CCC(=O)Nc1ccccn1)c1cccc(F)c1)NCc1ccc2c(c1)OCO2	-2.9	-1.0	0.1	-7.6	.	.	-2.5	2.5
S=c1[nH]nc(Nc2ccc(Cl)cc2)s1	6.2	.	7.0	-5.6	.	10.0	.	.
C[C@H]1CN([C@@H](C)CO)C(=O)c2cc(C#Cc3ccccc3F)cnc2O[C@@H]1CN(C)S(=O)(=O)c1ccccc1	-2.7	-4.5	0.8	7.5	-1.7[16.7 µM]	17.6	-0.7	11.3
Cc1sc2ncnc(OCC(=O)N3CCN(C(=O)c4ccco4)CC3)c2c1C	-1.1	-0.5	0.8	-1.9	-3.0	-6.9	0.2	0.9
O=c1c(C=Nc2ccc(Cl)cc2)c[nH]n1-c1cccc(Cl)n1	.	13.0	.	.	-13.5	-0.4	-3.5	-9.1
CC(c1nnc(SCC(=O)c2c(N)n(C3CC3)c(=O)[nH]c2=O)n1-c1ccc(F)cc1)N(C)C (stereo not drawn)	-2.1	0.6	.	10.7	0.0	10.8	-0.4	-1.4
N#Cc1nc(COc2ccc(F)cc2)oc1N1CCCCC1	-1.8	.	-0.1	-6.3	-6.2	6.4	.	.
O=C1Nc2cc(Cl)c(Cl)cc2N(O)N1c1cc(Cl)cc(Cl)c1	.	-0.5	.	.	-3.7	-5.3	3.7	2.0
O=C(COc1ccc(-n2cnnn2)cc1)NC(=O)NCc1ccccc1	.	0.9	.	.	-0.9	-0.7	-1.2	4.4
COc1ccc(-c2cnc3c(c2)C(=O)N([C@H](C)CO)C[C@@H](C)[C@H](CN(C)Cc2cccnc2)O3)cc1	-1.3	-0.7	-0.2	20.0	8.5[16.7 µM]	2.3	2.9	6.0
C[C@@H]1CN([C@@H](C)CO)C(=O)CCCn2nncc2CO[C@H]1CN(C)Cc1ccc(C(=O)O)cc1	7.1	.	0.1	-4.2	.	11.7	.	.
CN(c1ccccc1C(=O)Nc1ccccc1-c1ccccc1)S(C)(=O)=O	-0.5	-2.3	0.0	-19.3	3.8	16.2	8.8	3.3
COc1ccc(N2CCN(C(c3cccs3)C(C)NS(=O)(=O)c3ccccc3)CC2)cc1 (stereo not drawn)	.	2.2	.	.	1.7	-20.4	-2.2	-6.0
COc1cccc(CN(C)C(=O)c2ccc(OCC(=O)Nc3cccc(C(F)(F)F)c3)c(OC)c2)c1	-2.7	2.8	0.1	8.9	.	3.5	2.4	6.5
COc1cccc(Cn2cnc3c(NS(=O)(=O)c4ccc(Cl)cc4Cl)c(C)c(C)cc32)c1	.	-3.2	.	.	-5.6	9.4	3.2	5.8
CCOC(=O)c1ccccc1NC(=O)CSc1nnc(COc2ccccc2C)n1C	.	-2.8	.	.	-1.5	-5.3	7.3	1.0
CCN(Cc1ccccc1)C(=O)c1cccc(OC2CCN(C(=O)C3CC3)CC2)c1	4.5	-1.4	.	-7.3	2.1	-0.9	-0.2	-13.5
CCN(C(=O)CSc1nnc(-c2ccc(OC)cc2)n1N)c1c(N)n(Cc2ccccc2)c(=O)[nH]c1=O	2.8	1.1	0.7	-10.2	9.6	-3.6	2.5	-5.1
O=C(CN1C(=O)C2CC=CCC2C1=O)N1CCN(c2ccc([N+](=O)[O-])cc2)CC1 (stereo not drawn)	.	-2.4	-0.2	-27.4	-0.1	-8.0	-8.3	-1.5
COc1ccc(S(=O)(=O)NCc2cccnc2)cc1NC(=O)c1ccccc1	-0.5	-1.8	.	-11.7	18.8	-0.5	2.2	5.7
CC1=C(C(=O)OC(C)(C)C)C(c2ccc3ccccc3c2)NC(=O)N1C (stereo not drawn)	0.9	0.3	0.8	-0.3	-1.1	65.5*	2.0	-0.3
C[C@@H]1CN([C@@H](C)CO)C(=O)Cc2cc(NC(=O)Nc3ccc(C(F)(F)F)cc3)ccc2O[C@@H]1CN(C)C(=O)Nc1ccc(C(F)(F)F)cc1	-1.1	-5.0	2.1	15.5	27.2[16.7 µM]	-7.2	4.8	1.8
COc1ccc(Cc2nnc(NC(=O)c3ccco3)s2)cc1	.	0.4	.	.	-0.8	-0.1	-2.7	-5.6
CCOc1ccc(NS(=O)(=O)c2ccc(C(=O)NCCN3CCOCC3)cc2)cc1	-7.6	16.6	0.5	-6.5	.	.	-3.7	7.3

Some of these compounds in order of SMILES length, highest first.
SMILES	ERAP1 inh	Cneo AK release	E-sel inducer	RAD52 anneal inh	miR-122 sensor	PGC1a acetyl inh	PglD inh	RAD54 branch
COc1cccc(Cn2cnc3c(NS(=O)(=O)c4ccc(Cl)cc4Cl)c(C)c(C)cc32)c1	.	-3.2	.	.	-5.6	9.4	3.2	5.8
O=c1c(C=Nc2ccc(Cl)cc2)c[nH]n1-c1cccc(Cl)n1	.	13.0	.	.	-13.5	-0.4	-3.5	-9.1
COc1ccc(Cc2nnc(NC(=O)c3ccco3)s2)cc1	.	0.4	.	.	-0.8	-0.1	-2.7	-5.6

One compound at a time, from the list above.
Results for COc1cccc(CN(C)C(=O)c2ccc(OCC(=O)Nc3cccc(C(F)(F)F)c3)c(OC)c2)c1 : ERAP1 inh = -2.7; Cneo AK release = 2.8; E-sel inducer = 0.1; RAD52 anneal inh = 8.9; miR-122 sensor = .; PGC1a acetyl inh = 3.5; PglD inh = 2.4; RAD54 branch = 6.5
Results for CCN(C(=O)CSc1nnc(-c2ccc(OC)cc2)n1N)c1c(N)n(Cc2ccccc2)c(=O)[nH]c1=O : ERAP1 inh = 2.8; Cneo AK release = 1.1; E-sel inducer = 0.7; RAD52 anneal inh = -10.2; miR-122 sensor = 9.6; PGC1a acetyl inh = -3.6; PglD inh = 2.5; RAD54 branch = -5.1
Results for COc1ccc(S(=O)(=O)NCc2cccnc2)cc1NC(=O)c1ccccc1 : ERAP1 inh = -0.5; Cneo AK release = -1.8; E-sel inducer = .; RAD52 anneal inh = -11.7; miR-122 sensor = 18.8; PGC1a acetyl inh = -0.5; PglD inh = 2.2; RAD54 branch = 5.7

(listing goes on)
SMILES	ERAP1 inh	Cneo AK release	E-sel inducer	RAD52 anneal inh	miR-122 sensor	PGC1a acetyl inh	PglD inh	RAD54 branch
Cc1ccc(OCC(=O)N2CCCCCCC2)cc1C	0.4	-0.4	.	-3.6	.	.	-0.1	-2.2
COc1ccc(CC(=O)NNS(=O)(=O)c2ccc(F)cc2)cc1OC	1.6	-2.4	3.7	-12.8	-4.4	.	1.3	4.9
O=C(Nc1ccccc1)N(Cc1ccc(Cl)cc1)CC(O)C(F)(F)F (stereo not drawn)	.	3.0	.	.	-1.1	2.0	-4.6	-5.6
CCOc1ccc(NC(=O)CSc2nnc(-c3ccccn3)n2C)cc1	.	-0.9	.	.	-22.4	.	-2.0	9.6
COC(=O)c1ccc(N/N=C/c2cc([N+](=O)[O-])cc(OC)c2O)cc1	-0.4	-5.0	.	-25.4	-2.7	1.2	-2.2	-14.3
C[C@H]1CN([C@@H](C)CO)C(=O)CCCn2cc(nn2)CO[C@H]1CN(C)Cc1ccc2cccnc2c1	3.5	-5.0	0.5	-7.0	-4.0[16.7 µM]	8.2	2.0	-3.7
C[C@@H]1CN([C@H](C)CO)S(=O)(=O)c2ccc(C#CC3CC3)cc2O[C@@H]1CN(C)C	-3.6	4.8	0.2	14.9	18.3[16.7 µM]	-12.1	1.5	-4.7
CCOC(=O)CNC(=O)N1CCCC(Cc2ccccc2)(C(=O)OCC)C1 (stereo not drawn)	-3.4	1.1	0.0	-13.6	-20.3	.	-3.1	9.1
Cc1nc(COc2ccc(C(=O)NCc3ccccc3CN3CCCCC3)cc2)cs1	-2.1	1.9	-1.0	-16.8	-19.8	-10.3	6.1	0.1
CC(C(=O)NC1CCCC1)N(C(=O)CS(=O)CC(=O)Nc1ccc(F)cc1)c1ccc2c(c1)OCCO2 (stereo not drawn)	-0.5	-0.6	.	3.3	.	4.0	-1.5	1.8
O=C(C[C@@H]1CC[C@H](NC(=O)c2ccccc2)[C@H](CO)O1)NCCc1ccncc1	-0.9	0.7	-0.4	3.5	.	-7.0	-2.8	-5.8
CCOC(=O)c1ccc(Nc2ncccc2[N+](=O)[O-])cc1	-4.2	-1.2	-1.3	-6.8	-1.7	15.2	-0.1	-4.6
CCNc1cc2c(cc1O)CCC1C2CCC2(C)C(O)CCC12 (stereo not drawn)	0.5	.	0.9	-19.0	3.7	-7.4	.	.
O=C(CCSc1ccccc1)NCCSc1ccccn1	.	-1.9	.	.	2.7	10.1	4.0	-0.7
O=C(NCC(c1ccco1)N1CCCCC1)c1cccc(S(=O)(=O)Nc2ccccc2Cl)c1 (stereo not drawn)	-5.1	-5.4	0.2	-18.7	0.9	-3.2	1.6	-4.1
C[C@@H]1CCCCO[C@H](CN(C)Cc2ccc(Cl)c(Cl)c2)[C@H](C)CN([C@@H](C)CO)C(=O)c2cc(NC(=O)c3ccccc3)ccc2O1	1.1	1.3	-0.1	2.7	-13.1[16.7 µM]	-15.8	-1.8	2.4
CC(C)(CN1CCOCC1)NS(=O)(=O)c1ccccc1	-2.8	-1.6	.	-4.8	.	.	4.9	-4.1
Cc1noc(C)c1S(=O)(=O)Nc1ccc2c(c1)C(=O)N([C@@H](C)CO)C[C@H](C)[C@@H](CN(C)CC1CCCCC1)OCCCC[C@@H](C)O2	0.0	2.7	1.9	15.5	-9.4[16.7 µM]	.	1.2	10.8
Cc1cc(C)c(NC(=S)N(CCCN2CCOCC2)Cc2cccnc2)c(C)c1	-0.8	2.5	1.0	-9.6	-4.5	0.5	-2.9	-3.5
O=C(C1CC1)N1CC(=O)N2[C@H](C1)[C@@H](c1ccc(C#Cc3cccc(F)c3)cc1)[C@@H]2CO	1.3	.	-0.1	15.9	.	-7.7	.	.
Cc1nn(Cc2ccccc2)c(C)c1/C=N/NC(=O)c1ccncc1	-2.8	4.6	0.0	-9.0	-5.0	-4.8	5.2	-2.8
Cc1cc(C)c2sc(N(CCN(C)C)C(=O)c3c(F)cccc3F)nc2c1	-7.2	1.3	.	37.4	2.3	-18.3	-1.0	5.4
C/C(=N\n1cnnc1)c1ccccc1	-2.9	.	0.1	-2.0	.	9.1	.	.
COc1cc(C(=O)NNC(=S)NC(=O)c2ccc3c(c2)OCO3)cc(OC)c1OC	.	-1.2	.	-3.3	1.5	-2.7	2.0	5.7
O=C(NCc1cc2ccccc2[nH]1)C1CCC(=O)N(CC2CCCCC2)C1 (stereo not drawn)	-0.2	-0.5	0.0	-16.9	14.0	.	-4.6	-2.7
CCOc1ncccc1C(=O)NCC1COc2ccccc2O1 (stereo not drawn)	.	2.9	.	.	8.4	.	1.8	-3.2
COc1cccc(C(=O)Nc2ccc3c(c2)CCCN3C(=O)c2cccs2)c1OC	0.4	-2.8	.	-20.9	-8.1	-13.6	-4.4	-7.7
COc1cc(C(=O)OCC(=O)NC(=O)NC2CCCCC2)cc(Cl)c1OC	-3.7	1.5	-1.9	1.1	-5.4	-5.7	-0.8	6.6
COc1ccccc1OCC(=O)NNC(=O)c1c(-c2ccccc2Cl)noc1C	-2.7	.	-4.1	-7.4	.	15.3	.	.
C[C@@H]1CN([C@@H](C)CO)C(=O)c2cc(NC(=O)CCN3CCOCC3)ccc2O[C@@H]1CN(C)C(=O)Nc1ccc(C(F)(F)F)cc1	.	3.8	-0.2	-2.2	-7.1[16.7 µM]	10.2	1.1	-8.1
